Assay outcomes: PubChem BioAssay, several laboratories
KOR beta-arrestin-1: KOR agonists, beta-arrestin recruitment, primary screen, cell-based, luminescence, uHTS (AID 1777) | KOR beta-arrestin recruitment, luminescence; higher % means a stronger effect | activation, % at 10 µM, or EC50 in µM where a hit was titrated | 280,000 tested, 0.02% active; in the data active = activation above about 50%, passing the limit was not always enough; also: a part of the inactive calls stands beside numbers as strong as those of hits
NTR1 ag: agonists of NTR1, primary screen, imaging, U2OS cells, beta-arrestin-GFP, high content (AID 493036); P30989; NTR1-U2OS beta-arrestin-GFP spot imaging, agonist mode; activation, % at 20 µM; 330,000 tested, 0.17% active;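 active = activation at or above 40% of the spot to cytoplasm intensity ratio, with at least 20 cells analyzed; inconclusive = wells under 20 cells, flagged as cytotoxic or low count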;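 also: 0% = DMSO without peptide and 100% = 100 nM NTR1 peptide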
Target sequence (P30989 whole entry, looked up): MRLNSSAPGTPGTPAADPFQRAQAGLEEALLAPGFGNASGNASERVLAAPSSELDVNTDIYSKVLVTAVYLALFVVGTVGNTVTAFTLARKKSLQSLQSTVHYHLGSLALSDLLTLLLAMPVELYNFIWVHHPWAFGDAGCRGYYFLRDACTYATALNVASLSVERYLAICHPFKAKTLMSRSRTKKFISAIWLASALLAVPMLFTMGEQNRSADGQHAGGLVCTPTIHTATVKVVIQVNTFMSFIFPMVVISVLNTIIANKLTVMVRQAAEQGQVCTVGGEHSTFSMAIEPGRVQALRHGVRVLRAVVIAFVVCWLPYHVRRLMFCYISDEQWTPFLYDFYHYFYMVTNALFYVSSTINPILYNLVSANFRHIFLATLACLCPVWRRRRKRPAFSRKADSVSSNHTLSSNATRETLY
KOR beta-arrestin-2: kappa opioid receptor blockers – cell-based, luminescence, uHTS (AID 1778); KOR beta-arrestin recruitment, luminescence, antagonist mode; higher % means a stronger effect; inhibition, % at 10 µM, or IC50 in µM where a hit was titrated; 290,000 tested, 0.091% active; in the data active = inhibition above about 50%; also: strong numbers were not always called active
GPR55 beta-arrestin: selective activators of receptor GPR55 – imaging, U2OS cells, beta-arrestin-GFP redistribution, primary screen (AID 1961). U2OS GPR55 beta-arrestin-GFP redistribution imaging; higher % means a stronger effect. activation, % at 10 µM; hits with a dose series show EC50 in µM. 290,000 tested, 0.048% active;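 active = activation above 40% with more than 50 cells counted in the well; inconclusive = wells holding fewer than 50 cells, flagged as toxic or sparse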;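 also: U2OS osteosarcoma cells stably expressing GPR55 and beta-arrestin-GFP; plate controls were DMSO negative control for no effect and LPI positive control for full effect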
PhoP inhibition: inhibitors of PhoP regulon expression, primary screen, Salmonella Typhimurium, GFP reporter (AID 1863); S. Typhimurium PhoP-regulated promoter GFP reporter, 4 h; higher % means a stronger effect; inhibition, % at 50 µM; hits with a dose series show IC50 in µM; 300,000 tested, 0.16% active;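 active = inhibition over 29.93%, a cutoff 3 SD above the screen mean, later confirmed by dose response; inconclusive = inhibition over 29.93% but no dose response follow-up; inactive = inhibition at most 29.93% or unconfirmed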;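 also: 0% = low Mg2+ inducing control and 100% = high Mg2+ repressing control; strong numbers were not always called active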
West Nile antiviral: West Nile virus antiviral activity, cell-based, CPE readout (AID 1621); 290,000 tested, 0.02% active; West Nile virus-infected cells, CPE inhibition; higher % means a stronger effect; one-dose CPE inhibition, % at 10 µM; IC50 in µM for titrated hits; in the data active = a potency from the dose series; inconclusive = CPE inhibition mostly from about 3.7% at the one dose, without a potency; inactive = the rest, 99 in 100 with CPE inhibition below about 2.2%; also: strong numbers were not always called active
GPR55 LPI antagonism: GPR55 antagonists blocking LPI-driven arrestin recruitment, primary screen, imaging, U2OS, beta-arrestin-GFP, LPI agonist (AID 2013) | U2OS GPR55 beta-arrestin-GFP translocation imaging, LPI antagonism; higher % means a stronger effect | one-dose inhibition, % at 10 µM; IC50 in µM for titrated hits | 290,000 tested, 0.13% active;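 active = spots per cell inhibited over 60%, with over 100 cells counted and total cytoplasm intensity under 500,000; inconclusive = wells with under 100 cells, flagged as likely toxic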;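 also: U2OS cells stably carrying GPR55 and arrestin-GFP stimulated by 5 µM LPI near EC80; imaged beta-arrestin-GFP aggregate spots per cell after agonist stimulation; plate controls were LPI-stimulated DMSO wells for no effect and DMSO wells without LPI for full effect; some results filed as inactive read as strong as hits; confirmed hits need IC50 under 10 µM and bright autofluorescent wells are also inconclusive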
GPR35 antagonists: GPR35 antagonists blocking zaprinast-driven arrestin recruitment, primary screen, imaging, U2OS, beta-arrestin-GFP, zaprinast agonist (AID 2058); U2OS GPR35 beta-arrestin-GFP translocation imaging, zaprinast antagonism; higher % means a stronger effect; inhibition, % at 10 µM; hits with a dose series show IC50 in µM; 290,000 tested, 0.052% active;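 active = inhibition of at least 50% with at least 30 cells and total cytoplasm GFP at most 10,000,000; inconclusive = under 30 cells or total GFP of 10,000,000 plus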
T cell modulator: modulates CD8 T cell binding to vesicles; calls only at 7 µM; 2C CD8+ T cell-vesicle binding, flow cytometry; stronger effect = lower value; 330,000 tested, 0.068% active;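 active = response, share of CD8 T cells binding vesicles, and their 90th percentile fluorescence all below set limits, cut at about 80% in these data, passing the limit was not always enough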
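Also added: QL9-peptide-loaded Drosophila micro-vesicles bearing Ld, ICAM-1 and B7-1; Test system: purified 2C TCR transgenic mouse naive CD8+ T cells; Measured by: cytometric PE anti-B7-1 and Alexa647 anti-CD8 signals after 1% paraformaldehyde fixation; Timing: binding step 1.5 h, 37 °C, antibody labelling 20 min, ice.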
T cell modulator vesicle-bound %: further read-out of T cell modulator, marked with its call; double positive events, %; measured here: CD8+ vesicle-bound cell fraction;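 binding gate set so that unloaded-vesicle control wells show 10% double positive cells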
NTR1 ag cell count 20 µM: second read-out of NTR1 ag, no call of its own (marks repeat the call); cell count; measured here: cell count, cytotoxicity flag
The depositor's hits bear a star; i = inactive; ? = inconclusive; . = no result given; [ ] = another dose, or the depositor's remark.

No.	Structure	KOR beta-arrestin-2	NTR1 ag cell count 20 µM	GPR35 antagonists	NTR1 ag	GPR55 LPI antagonism	T cell modulator vesicle-bound %	PhoP inhibition	West Nile antiviral	KOR beta-arrestin-1	T cell modulator	GPR55 beta-arrestin
1	O=C(CN1C(=O)C2C3C=CC(C3)C2C1=O)OCC(=O)c1ccc(Cl)cc1 (stereo unspecified)	-18%	49	-9%	2.5	0%	.	.	0.1%	-3.5%	.	0.3%
2	NC(=O)[C@@H]1CCCN1Cc1nc(-c2ccc(C(F)(F)F)cc2)no1	4%[20 µM]	90	0%	-0.3	5%	59	-2%	-1.6%	.	i	0.2%
3	Cc1ccc(S(=O)(=O)N2CCCN(S(=O)(=O)c3ccc(C(F)(F)F)cc3)CC2)cc1	-28%	76	14%	-0.9	7%	12	-10%	?	46%	i	0.5%
4	O=c1cc(-c2cccnc2)oc2c1ccc1ccccc12	31%	51	5%	2.0	3%	40	-14%	0.4%	-2.4%	i	-0.1%
5	COc1ccc(-c2nc(CN3CCCC(C(=O)NC4CCCC4)C3)c(C)o2)cc1 (stereo unspecified)	-18%	80	8%	0.6	-2%	12	6%	-1.3%	-1.8%	i	-0.1%
6	O=C(NN(C(=O)c1ccccc1)c1ccccc1)c1ccccc1	26%	70	-11%	0.9	-10%	52	2%	-0.2%	-2.0%	i	0.5%
7	O=C(Nc1ccc2nc3n(c(=O)c2c1)CCCCC3)C(=O)N1CCN(c2ccc(F)cc2)CC1	-8%	62	7%	3.7	13%	39	-5%	2.4%	-1.0%	i	-0.2%
8	O=C(COC(=O)c1cc(-c2ccncc2)nc2ccccc12)Nc1ccc2c(c1)OCO2	-18%	41	9%	-1.1	1%	0	18%	-0.3%	4.0%	i	0.4%
9	COc1ccc(S(=O)(=O)Nc2ccc(C)cc2)cc1N(C)S(=O)(=O)c1ccc(Cl)cc1	3%	43	12%	6.3	1.8µM*	23	-5%	3.3%	-2.8%	i	-0.1%
10	Cc1sc2nc(SCCO)n(-c3ccccc3)c(=O)c2c1C	-56%[20 µM]	58	-11%	1.4	5%	60	5%	0.1%	-2.3%	i	0.0%
11	Cc1cccc(OCC(=O)Nc2ccc3c(c2)nc(CCN2CCC(C)CC2)n3C)c1	-28%	52	17%	0.3	-8%	24	-3%	0.3%	3.9%	i	0.3%
12	COc1ccccc1NC(=O)COc1cccc(-n2cnnn2)c1	6%	73	-13%	1.8	-11%	14	-10%	0.1%	-3.7%	i	-0.3%
13	O=C(NCC1CCCO1)C(=O)N/N=C/c1cccc(Cl)c1 (stereo unspecified)	-14%	58	4%	-1.1	-3%	33	-4%	1.2%	3.8%	i	0.0%
14	O=C(Nc1ccccc1)c1cnc[nH]1	-19%	46	5%	-1.1	13%	63	10%	.	-1.8%	i	0.0%
15	COc1ccc(NC(=O)Cn2cc(C(C)=O)c3ccccc32)cc1	-21%[20 µM]	50	6%	0.2	1%	24	4%	-1.6%	-0.1%	i	0.4%
16	CCc1ccc(CNCc2ccc(OCC(O)CN(C)Cc3ccccc3)cc2)nc1 (stereo unspecified)	-28%	43	0%	0.3	23%	43	2%	-1.5%	4.9%	i	-0.2%
17	CC(C)(C)C1CCC(=NNC(=O)C(=O)NCc2ccco2)CC1 (stereo unspecified)	-4%	43	-10%	-0.5	7%	32	1%	0.5%	-3.8%	i	-0.1%
18	COc1ccc(-n2c(CN3CCN(Cc4ccccc4)CC3)nc3ccc([N+](=O)[O-])cc3c2=O)c(OC)c1	-12%	69	8%	1.0	4%	48	-6%	-0.4%	14%	i	0.9%
19	Cc1c(F)cccc1NC(=O)CCC(=O)O	26%	87	-4%	-1.6	1%	59	8%	0.2%	-4.4%	i	-0.3%
20	Cc1nc2ccccc2cc1C(=O)N(C)Cc1ccccc1	0%	54	-13%	0.5	4%	22	-3%	-1.0%	-2.5%	i	-0.1%
21	Cc1ccc(S(=O)(=O)NCCCN(C)C)cc1	-48%	35	8%	-1.0	-8%	51	-6%	-0.1%	-3.9%	i	-0.3%
22	O=C(O)CCCC(=O)Nc1ccccc1-n1ccnc1	28%	30	2%	-0.2	-5%	37	2%	0.0%	-3.6%	i	-0.2%
23	O=c1oc(-c2ccccc2NS(=O)(=O)c2ccccc2)nc2ccccc12	-72%	56	-16%	0.1	5%	25	2%	0.2%	1.2%	i	-0.1%
24	C=CCn1c(C)cc(C)c(C#N)c1=O	6%	81	-1%	0.1	4%	55	-4%	-0.1%	-1.3%	i	0.2%
25	CCN(CC)c1ccc(/C=C(\C#N)C(N)=S)cc1	5%	53	6%	-4.0	10%	58	-69%	0.9%	-6.2%	i	8.4%
26	CCn1c(CN2CCN(c3ccc(OC)cc3)CC2)nc2cc(S(=O)(=O)N(C)C)ccc21	-19%	36	-2%	-1.2	-4%	33	-4%	-0.3%	1.0%	i	-0.1%
27	O=C(c1cc(-c2ccccc2)nc2ccccc12)N1CCN(c2ccccn2)CC1	-12%	78	4%	-0.1	10%	42	16%	0.4%	-1.2%	i	-0.1%
28	Cc1cc(C)cc(NC(=O)CN2CCC(NC(=O)c3cccc(F)c3)CC2)c1	4%	79	-3%	-0.5	3%	22	1%	0.0%	0.5%	i	-0.1%
29	CCN(CC)CCN(C(=O)c1ccc2ccccc2c1)c1nc2ccc(F)cc2s1	-39%	65	-10%	-1.3	6%	26	-3%	-0.5%	-5.7%	i	-0.2%
30	COC(c1ccccc1)c1nnc(CCC(=O)N(C)CCCC2CCCC2)o1 (stereo unspecified)	-9%	42	2%	0.8	-9%	6	-3%	-1.7%	-1.6%	i	-0.2%
31	N/C(=N\OC(=O)c1ccc(=O)n(Cc2ccccc2)c1)c1ccccn1	13%[20 µM]	22	8%	1.1	1%	15	7%	-1.0%	0.2%	i	-0.1%
32	COc1ccccc1C(=O)N(C)c1nnc(-c2ccccc2)s1	1%	54	-3%	-0.1	-7%	15	-6%	0.2%	2.7%	i	-0.2%
33	CNC(=O)CSc1nc(-c2ccccc2)c(-c2ccccc2)o1	-14%	46	-4%	0.4	-15%	21	6%	-1.4%	-2.1%	i	0.1%
34	CCCCCCOc1ccc(-c2ccc(C#N)cn2)cc1	-25%	78	6%	-0.8	1%	51	0%	-1.3%	-3.1%	i	0.2%
35	Cc1ccc(-c2cc(C(F)(F)F)c(C#N)c(SCCC#N)n2)o1	-10%	43	4%	10	7%	30	4%	-1.1%	-1.4%	i	-0.1%
36	Cc1cccc(C(=O)NNC(=O)C(=O)NC(C)(C)C)c1	18%	99	4%	-5.9	6%	34	13%	0.1%	-0.7%	i	-0.1%
37	CCOCCCNC(=O)CCn1ccc2cc(S(=O)(=O)N3CCCC3)ccc21	-7%	53	12%	-0.2	3%	48	-1%	0.3%	1.9%	i	-0.2%
38	Cc1ccccc1NC(=O)C1C2/C=C\CCCCC21 (stereo unspecified)	7%	63	13%	0.3	-3%	44	6%	-0.3%	-2.6%	i	-0.1%
39	S=C(Nc1ccc(Oc2ccccc2)cc1)NC1CCCC1	4%	43	1%	4.2	-4%	28	7%	-1.8%	-2.1%	i	0.4%
40	COc1ccc(CC(=O)NC(C)c2nnc(SCC(=O)Nc3ccccc3)n2C)cc1 (stereo unspecified)	-9%	57	8%	0.7	10%	22	-1%	-0.1%	1.5%	i	-0.1%
41	O=C(O)CC/C(=N/NC(=O)CNC(=O)Cc1ccccc1)c1ccccc1	41%	71	4%	-1.6	5%	2	8%	1.6%	5.5%	i	-0.1%
42	COCc1cc(/C=N\NC(=O)Cc2ccc(OC)cc2)ccc1OC	0%	47	8%	-0.2	-2%	4	0%	0.2%	3.1%	i	-0.1%
43	COc1ccc(CN2CCN(C(C)C)C(CCO)C2)cc1Cn1cccn1 (stereo unspecified)	-33%	78	7%	-0.1	-14%	47	-8%	-0.5%	0.1%	i	-0.3%
44	CCOC(=O)C1CCN(CC(=O)N2CCc3ccccc32)CC1	-6%	54	2%	-1.0	-4%	46	-5%	0.3%	-3.0%	i	-0.2%
45	CCCCCN(C(=O)CCC(=O)OCC(=O)N1CCCCC1C)c1c(N)n(CCCC)c(=O)[nH]c1=O (stereo unspecified)	1%	51	12%	0.0	0%	16	11%	-0.1%	2.3%	i	-0.1%
46	COC(=O)C1=C(C(=O)OC)[C@@H]2N(C)c3ccc(OC)cc3[C@@]23C[C@@H](C(=O)OC)N(C(=O)NC2CCCCC2)C3=N1	.	79	.	0.7	.	22	-4%	-0.5%	.	i	.
47	CC1CN(C(=O)/C(=C/c2ccco2)NC(=O)c2ccccc2)CC(C)O1 (stereo unspecified)	-2%	53	6%	-0.5	11%	25	-2%	-0.2%	-4.7%	i	0.5%
48	CCC(=O)C1=C(O)C(c2cccc(Oc3ccccc3)c2)CCC1=O (stereo unspecified)	-1%	85	21%	-1.5	0%	30	2%	0.1%	1.3%	i	0.3%
49	NCCOc1cnn(-c2ccccc2Cl)c(=O)c1Cl	21%	64	11%	0.6	-2%	51	1%	-0.2%	0.3%	i	-0.5%
50	O=C(NC(=O)N1CCCC1)c1csnn1	37%	58	18%	0.0	5%	26	-16%	0.2%	-3.5%	i	-0.3%
51	CCOc1ccc2nc(N3CCC(C(=O)NC4CCCCC4)CC3)sc2c1	-14%	72	-6%	0.9	5%	6	4%	1.4%	-3.6%	i	0.2%
52	CCc1ccc(N2CC(O)=C(c3nc4ccccc4c(=O)[nH]3)C2=N)cc1	-87%[20 µM]	59	-5%	6.0	-4%	55	17%	-0.6%	-5.3%	i	0.2%
53	Cc1ccc(NC(=O)CSc2nnc(COc3ccc(C#N)cc3)n2-c2ccccc2)cc1C	0%	73	0%	1.6	19%	29	19%	-0.9%	-4.3%	i	-0.3%
54	COc1ccc(S(=O)(=O)NNC(=S)NCCc2ccccc2)c(OC)c1	17%	78	12%	0.5	14%	19	2%	-0.3%	-5.4%	i	-0.1%
